Sm TGR inh: blocks Schistosoma mansoni thioredoxin glutathione reductase; Q962Y6; purified TGR, DTNB reduction, TNB absorbance 405 nm; Potency, µM (titrated, usually from 114 µM), without a hit: top-dose activity change, negative = inhibition, most hits filed as inhibitors; 360,000 tested, 3% active; AID 485364; further: potency means the concentration at half of the fitted maximal effect; on the % scale 0 is the no-effect control and ±100 the full control effect; nearly all actives have a fitted effect of over 60% in size
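First, TGR (20 nM dispensed) and NADPH were mixed with compound. Second, a 15 min room-temperature incubation followed. Third, further NADPH and then DTNB were added to start the reaction. Finally, TNB absorbance was monitored kinetically.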
Pf growth 48h: P. falciparum growth inhibition at 48 hours (one generation). P. falciparum luciferase growth in erythrocytes, 48 h. Potency, µM (series often up to 28.7 µM), for inactives: top-dose activity change, negative = inhibition, hits mostly inhibitors. 310,000 tested, 5.9% active; further: potency means the concentration at half of the fitted maximal effect; on the % scale 0 is the no-effect control and ±100 the full control effect
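Luciferase-expressing P. falciparum in infected erythrocytes (2% hematocrit, 0.1% parasitemia final) in RPMI 1640/0.5% Albumax were exposed to compound for 48 hours at 37 C, 5% CO2; growth read as luminescence.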
Cycloheximide cs: counter-screen hit for Shiga toxin inhibitors, cycloheximide. cell reporter, cycloheximide protein synthesis inhibition counterscreen. max response, %. 300,000 tested, 12% active; in the data active means max response mostly above about 13%, no sharp cut-off; inactive means mostly below about 14%; further: read at 38.3 µM for the half of the compounds with a filed dose; 0% is about no effect
Shiga inhibitor: blocks Shiga toxin action in Vero cells; Vero cells, Shiga toxin protein synthesis inhibition reporter; inhibition, % at 38.7 µM; 290,000 tested, 9.2% active; AID 2315; in the data active means inhibition mostly above about 28%, no sharp cut-off; inactive means mostly below about 43%; further: 0% is about no effect
FBPA Giardia inh: Giardia lamblia aldolase inhibition. purified Giardia FBPA. Potency, µM (titrated, usually from 59.6 µM), inactives show at the highest dose activity, negative = inhibition, usual class: inhibitors. 290,000 tested, 0.71% active; further: potency means the concentration at half of the fitted maximal effect; on the % scale 0 is the no-effect control and ±100 the full control effect; nearly all actives have a fitted effect of over 55% in size
Target sequence (A8B2U2 whole entry, looked up): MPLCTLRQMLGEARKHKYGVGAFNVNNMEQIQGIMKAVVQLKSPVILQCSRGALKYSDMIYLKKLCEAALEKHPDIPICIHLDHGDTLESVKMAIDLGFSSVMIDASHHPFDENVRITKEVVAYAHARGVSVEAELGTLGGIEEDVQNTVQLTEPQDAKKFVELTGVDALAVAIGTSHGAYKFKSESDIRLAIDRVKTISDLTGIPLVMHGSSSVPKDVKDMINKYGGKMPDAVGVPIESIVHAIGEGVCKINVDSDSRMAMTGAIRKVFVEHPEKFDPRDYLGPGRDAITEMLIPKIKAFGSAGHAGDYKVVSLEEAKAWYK
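40 nM FBPA preincubated 10 min at RT with compound (up to 57.5 uM final), then substrate plus GAPDH/TPI/NAD/arsenate coupling and diaphorase/resazurin added. Fluorescence read after 20 min at RT, 525/598 nm.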
Pf growth 96h: P. falciparum growth inhibition at 96 hour, primary screen for plastid delayed-death inhibitors. P. falciparum luciferase reporter growth, 96 h. Potency, µM (titrated, usually from 28.7 µM), for the others: at the top dose activity change, negative = inhibition, most hits filed as inhibitors. 320,000 tested, 6.9% active; further: potency means the concentration at half of the fitted maximal effect; on the % scale 0 is the no-effect control and ±100 the full control effect
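Parasite growth measured via integrated firefly luciferase reporter in P. falciparum. Infected erythrocytes at 2% hematocrit, 0.05% parasitemia final were treated 96 hours at 37 C under 5% CO2, and luminescence was read.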
Active calls of the source: *; u = inconclusive; x = no result given; & = joins results of further samples; [ ] = another dose, or the depositor's remark. Unless noted, the call rests on the fitted dose curve; in most records, active means well fitted curve in the direction sought with a large enough effect; inconclusive means small, poorly fitted or top-dose-only effect, or another doubt; inactive means no such curve, though single readings can be large; an effect the other way counts as inactive or inconclusive.

1. Cc1ccccc1NS(=O)(=O)c1ccc(C(=O)N2CCN(c3ccccc3O)CC2)cc1
2. [N-]=[N+]=NCC/C=C\C1NS(=O)(=O)OCC1O (stereo unspecified)
3. CCOc1cc(/C=N/NC(=O)c2cccc(S(=O)(=O)N3CCOCC3)c2)ccc1OCC(=O)N(C)C
4. O=c1[nH]c(=S)n(-c2ccc(Br)cc2)c(O)c1C=Nc1ccc(N2CCOCC2)cc1
5. CC(C)OC(=O)CSc1nc(Cc2ccccc2)nc2ccccc12
6. O=C(CCNC(=O)c1ccc(Br)o1)NC1CCCC1
assay / compound,1,2,3,4,5,6
Pf growth 96h,5.2µM*,-13%,3%,-13%,u,21%
Pf growth 48h,13µM*,9%,u,41%[activator],u,u
Sm TGR inh,5%,-8%,2%,-9%,9%,0%
FBPA Giardia inh,-7%,3%,x,-18%,3%,8%
Cycloheximide cs,2,-1,x,16*,-3,-2
Shiga inhibitor,-2,2,x,0,-1,7

7. COc1ccc(CNC(=O)CS(=O)Cc2nc(-c3ccc(OC)c(OC)c3)oc2C)cc1 (stereo unspecified)
8. O=C(Oc1ccc(Cl)c2cccnc12)C12CC3CC(CC(C3)C1)C2
9. COc1cccc(CNC(=O)N2CCN(S(=O)(=O)c3ccc(Cl)cc3)CC2)c1
10. CCOC(=O)/C(=N\Nc1ccccc1[N+](=O)[O-])c1csc(Nc2ccccc2)n1
11. Cc1cc(NC(=O)CN2CCCCC2)n(-c2ccccc2)n1
12. COC(=O)Cn1nc(-c2ccccc2)c2ccccc2c1=O
assay / compound,7,8,9,10,11,12
Pf growth 96h,-26%,10%,-63%,u,12%,43%[activator]
Pf growth 48h,-16%,u,-16%,u,-5%,3%
Sm TGR inh,25µM*,-2%,-2%,-2%,6%,-30%
FBPA Giardia inh,x,8%,0%,-10%,4%,0%
Cycloheximide cs,13,-3,-3,12,2,2
Shiga inhibitor,-4,35,-7,-4,-6,-7

13. CN(C)CC(O)COc1cc2ccccc2cc1C(=O)N1CCCCC1 (stereo unspecified)
14. CC1CCCCC1NC(=O)COc1ccc(-n2cnnn2)cc1 (stereo unspecified)
15. CCOc1ccc(NC(=O)CN(C)C(=O)c2cc3c(s2)CCC(C)C3)cc1OCC (stereo unspecified)
16. O=C(COc1ccccc1[N+](=O)[O-])NCCCN1CCCC1=O
17. CCOc1ccc(NC(=O)N(Cc2cn(CC)c3ccccc23)C2CCCCCC2)cc1
18. CSc1ccccc1NC(=O)Cn1nc([N+](=O)[O-])cc1C
assay / compound,13,14,15,16,17,18
Pf growth 96h,66%[activator],28%,u,-6%,x,0.19µM*
Pf growth 48h,-21%,5%,u,-12%,x,20%
Sm TGR inh,-29%,6%,-16%,-2%,1%,-7%
FBPA Giardia inh,-8%,0%,x,x,x,3%
Cycloheximide cs,13,-4,x,x,33*,3
Shiga inhibitor,-4,-5,x,x,72*,-7

19. COc1ccccc1/C=C/C1NC(=O)NC(C)=C1C(=O)OC(C)C (stereo unspecified)
20. CCCn1c(N)c(N(CCOC)C(=O)c2cc(S(=O)(=O)N3CCCCCC3)ccc2OC)c(=O)[nH]c1=O
21. CCNC(=O)CCn1nc(-c2ccc(C)cc2)c2ccccc2c1=O
22. O=C1Nc2ccccc2S/C1=C\C(=O)N1CCCC1
23. Cc1ccc(CNC(=O)CS(=O)Cc2nc(-c3ccccc3Cl)oc2C)cc1 (stereo unspecified)
24. CCOC(=O)c1sc(NS(=O)(=O)c2ccc(NC(C)=O)cc2)nc1C
assay / compound,19,20,21,22,23,24
Pf growth 96h,-6%,1%,-3%,3%,33%[activator],-15%
Pf growth 48h,-9%,12%,-23%[0.00184 µM],373%[activator],5%,8%
Sm TGR inh,7%[57.1 µM],-13%,0%,2%,0%,3%
FBPA Giardia inh,0%,x,14%,4%,x,20%
Cycloheximide cs,-3,-3,-10,27*,0,1
Shiga inhibitor,-16,-8,-2,72*,-8,27

25. O=C(Cn1cnc2c(nnn2Cc2ccccc2)c1=O)Nc1ccc2c(c1)OCCO2
26. CC1CC(CCN)(c2ccccc2)C(C)CN1C (stereo unspecified)
27. COc1ccc(CCNC(=O)Cn2cc(C(F)(F)F)cc(Cl)c2=O)cc1
28. Cn1c(O)c(C(C#N)=C2N=c3ccccc3=N2)c2ccccc21
29. CNS(=O)(=O)c1cccc(C(=O)OCC(=O)Nc2ccc(OC)cc2[N+](=O)[O-])c1
30. CCN1CCN(Cc2ccc(C(=O)Nc3ccc(C)c(NCc4cnc(NC(=O)OC)cn4)c3)cc2C(F)(F)F)CC1
assay / compound,25,26,27,28,29,30
Pf growth 96h,3%,-15%,21%,39%[activator],24%,0.37µM*
Pf growth 48h,4%,u,-2%,3%,-8%,u
Sm TGR inh,-5%,-8%,-2%,0%,-5%,-20%
FBPA Giardia inh,x,-11%,6%,x,1%,-9%
Cycloheximide cs,1,-3,-6,25,-3,-4
Shiga inhibitor,-25,-5,-3,24,-13,1

Two entries from above, with each value named.
26. CC1CC(CCN)(c2ccccc2)C(C)CN1C (stereo unspecified)
  Pf growth 96h: -15%
  Pf growth 48h: u
  Sm TGR inh: -8%
  FBPA Giardia inh: -11%
  Cycloheximide cs: -3
  Shiga inhibitor: -5
27. COc1ccc(CCNC(=O)Cn2cc(C(F)(F)F)cc(Cl)c2=O)cc1
  Pf growth 96h: 21%
  Pf growth 48h: -2%
  Sm TGR inh: -2%
  FBPA Giardia inh: 6%
  Cycloheximide cs: -6
  Shiga inhibitor: -3

Continued.
31. CN(C)c1cc(N/N=C/c2ccccc2C(F)(F)F)nc(N(C)C)n1
32. NC(=O)CN1CCN(S(=O)(=O)c2ccc(Br)cc2)CC1
33. CN1C(=O)Cn2c1nc1ccccc12
34. C[N+](C)(C)Cc1ccccc1
35. COc1ccc(C(=O)c2ccc([N+](=O)[O-])cc2)cc1S(=O)(=O)N1CCC(C(=O)O)CC1
36. O=[N+]([O-])c1cc(Cl)c2cccnc2c1O
assay / compound,31,32,33,34,35,36
Pf growth 96h,u,-1%,u,1µM*,25%,-27%
Pf growth 48h,0%,u,4%,u,8%,-6%
Sm TGR inh,36%,3%,1%,5%,-17%,x
FBPA Giardia inh,-26%,0%,1%,3%,8%,-19%
Cycloheximide cs,-2,6,-2,-1,1,1
Shiga inhibitor,25,-1,-10,-9,-12,-21

37. Cc1ccc(S(=O)(=O)N2CCC(C(=O)NCCc3ccccc3)CC2)cc1
38. Cc1ncc(CSc2nnnn2-c2ccccc2)c(N)n1
39. O=C(Nc1cccc(S(=O)(=O)NC2=NCCC2)c1)c1ccccc1OC(F)F
40. O=C1C(c2ccncc2)=C(O)c2ccccc21
41. COc1ccccc1CC(NC(C)=O)C(=O)NC1CCN(C(=O)Nc2ccccc2F)CC1 (stereo unspecified)
42. C=CCn1c(N)c(C(=O)Nc2ccccc2OC)sc1=S
assay / compound,37,38,39,40,41,42
Pf growth 96h,-19%,x,82%[activator],-7%,0%,x
Pf growth 48h,x,8%,-9%,132%[activator],-6%,22%
Sm TGR inh,-14%,45µM*,1%,-5%,6%,-20%
FBPA Giardia inh,0%,4%,x,-4%,x,-5%
Cycloheximide cs,-6,-1,x,26*,-7,-3
Shiga inhibitor,-8,-14,x,12,17,-10

Filtered by structure, the compounds so far with bromine
4. O=c1[nH]c(=S)n(-c2ccc(Br)cc2)c(O)c1C=Nc1ccc(N2CCOCC2)cc1
6. O=C(CCNC(=O)c1ccc(Br)o1)NC1CCCC1
32. NC(=O)CN1CCN(S(=O)(=O)c2ccc(Br)cc2)CC1
assay / compound,4,6,32
Pf growth 96h,-13%,21%,-1%
Pf growth 48h,41%[activator],u,u
Sm TGR inh,-9%,0%,3%
FBPA Giardia inh,-18%,8%,0%
Cycloheximide cs,16*,-2,6
Shiga inhibitor,0,7,-1

(list continues)
43. Cc1ccc2nc(Cl)c(/C=N/NC(=O)c3ccccc3O)cc2c1
44. O=C(CN1CCOCC1)NCCC12CC3CC(CC(C3)C1)C2
45. COc1ccc(OC)c(/C=N/NC(=O)c2cc3c(OC)cccc3[nH]2)c1
46. N#CC1=C(N)n2c(s/c(=C\c3ccco3)c2=O)=C(C#N)C1c1ccco1 (stereo unspecified)
47. COc1ccc(CC(=O)N2CCCC(CNC(=O)c3ccccc3Cl)C2)cc1 (stereo unspecified)
48. CS(=O)(=O)Nc1ccc(C(=O)N2CCCC2)cc1
assay / compound,43,44,45,46,47,48
Pf growth 96h,u,-32%,-2%,u,-30%,-13%
Pf growth 48h,4%,x,-5%,-12%,23%,x
Sm TGR inh,3%,-1%,10%,0%,4%,4%
FBPA Giardia inh,-20%,-4%,0%,u,7%,1%
Cycloheximide cs,-2,1,1,4,12,-2
Shiga inhibitor,9,-10,-18,-4,33*,38

Record cards (already shown). Values in the order: Pf growth 96h	Pf growth 48h	Sm TGR inh	FBPA Giardia inh	Cycloheximide cs	Shiga inhibitor
`Cn1c(O)c(C(C#N)=C2N=c3ccccc3=N2)c2ccccc21` is listed as 39%[activator]	3%	0%	x	25	24
`O=C(Cn1cnc2c(nnn2Cc2ccccc2)c1=O)Nc1ccc2c(c1)OCCO2` is listed as 3%	4%	-5%	x	1	-25
`CCNC(=O)CCn1nc(-c2ccc(C)cc2)c2ccccc2c1=O` is listed as -3%	-23%[0.00184 µM]	0%	14%	-10	-2

(list continues)
49. CCc1ccc(NS(=O)(=O)c2ccc3[nH]c(=O)[nH]c3c2)cc1
50. COc1cccc(/C=C2\SC(=S)N(C(Cc3ccccc3)C(=O)O)C2=O)c1 (stereo unspecified)
51. O=C(CCC(=O)Nc1ccccc1)NNC(=O)C(c1ccccc1)c1ccccc1
52. CCCCOc1ccccc1C1C(C(=O)OC)=CN(CC)C=C1C(=O)OC
53. N#CC(=C1CCCC1)c1nc(-c2ccc(Cl)cc2)cs1
54. CC1CCN(C(=O)COC(=O)c2cc3ccccc3cc2O)CC1
assay / compound,49,50,51,52,53,54
Pf growth 96h,3%,-25%,80%[activator],179%[activator],0%,19%
Pf growth 48h,-21%,9%,13%,u,108%[activator],33%[activator]
Sm TGR inh,x,2%,-2%,-5%,-24%,2%
FBPA Giardia inh,0%,6%,3%,0%,-2%,1%
Cycloheximide cs,10,1,-3,-2,28,42*
Shiga inhibitor,8,-7,-12,-17,50*,59

55. CC(C)(C)c1ccc(C(=O)CCCSC2=C(C#N)C(c3ccco3)C3=C(CCCC3=O)N2)cc1 (stereo unspecified)
56. CC(=O)[C@H]1[C@H](c2cccc(Cl)c2)C(C#N)(C#N)[C@@H]2c3ccccc3C=CN21
57. C/C(=C\c1ccccc1)C(=O)c1c(C)cc(C)[nH]c1=O
58. CS(=O)(=O)c1ccc(C(=O)OC2CCOC2=O)cc1[N+](=O)[O-] (stereo unspecified)
59. Cn1c(=O)[nH]c(=O)c2c1nc(Br)n2CC(O)COc1ccccc1 (stereo unspecified)
60. Cc1ccc(NC(=O)CN2C(=O)NC(C)(c3ccccc3)C2=O)c(C)c1 (stereo unspecified)
61. Cc1cc(NC(=O)CCC(=O)N(CC(=O)NC2CCCC2)Cc2ccccc2Cl)no1
62. COc1ccc(C)cc1NC(=O)CN1C(=O)COc2ccc(S(=O)(=O)N3CCCCCC3)cc21
assay / compound,55,56,57,58,59,60,61,62
Pf growth 96h,20%,u,3%,u,-6%,-7%,u,-11%
Pf growth 48h,6.6µM*,u,25%,6.6µM*,x,-6%,-26%,u
Sm TGR inh,40µM*,u,-2%,2.8µM*,-1%,-9%,8%,-16%&7%
FBPA Giardia inh,-10%,u,-2%,x,-13%,x,6%,-2%
Cycloheximide cs,4,3,-1,-1,9,-8,-3,0
Shiga inhibitor,-2,2,-13,2,9,2,-5,-1
